esBAF inh = blocks esBAF chromatin remodeling in mouse ES cells. Bmi1-luciferase knock-in reporter, 24 h; 100% = twice the neutral-well signal. reporter increase, % at 12.5 µM. hit rate 2% among 350,000. AID 602393; in the data active = activation above about 40%;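 note: 0% = median of the plate's neutral control wells and 100% = double that signal; a rise in the Bmi1 reporter signal indicates esBAF inhibition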
C2C12 statin = suppression of simvastatin myotoxicity; rescue of ATP level, % at 7.49 µM; hit rate 0.78% among 330,000; C2C12 myotubes + simvastatin, ATP luminescence, 48 h; scaled: DMSO 0, geranylgeraniol control 100; AID 602340;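 active = mean ATP rescue above about 67%, or every replicate alone reaching that limit, limit read from the data, passing the limit was not always enough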;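 note: myotubes were challenged with 10 µM simvastatin during compound exposure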
SIRT5 inh = sirtuin-5 (human) deacylase inhibition; inhibition, % at 15 µM; hit rate 1.1% among 330,000; Purified SirT5, succinyl-peptide AMC, trypsin-coupled fluorescence; in the data active = inhibition above about 15%
Target sequence (Q9NXA8 whole entry, looked up): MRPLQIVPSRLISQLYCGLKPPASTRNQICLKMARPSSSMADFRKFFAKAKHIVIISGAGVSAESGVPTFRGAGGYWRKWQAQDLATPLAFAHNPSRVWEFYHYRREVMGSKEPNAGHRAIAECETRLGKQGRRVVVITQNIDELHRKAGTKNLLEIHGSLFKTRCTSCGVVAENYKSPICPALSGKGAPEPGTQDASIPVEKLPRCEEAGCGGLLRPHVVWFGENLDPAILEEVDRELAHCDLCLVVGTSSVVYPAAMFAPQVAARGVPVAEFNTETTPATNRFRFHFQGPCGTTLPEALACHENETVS
LGR2 inh = inhibitors of bursicon-induced Drosophila LGR2 receptor cAMP signaling; hit rate 0.35% among 380,000; HEK293 LGR2, CRE-luciferase, bursicon-stimulated, 4 h; inhibition, % at 9.99 µM;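 active = drop in luminescence signal, shown as inhibition above about 50% in the replicate tests, limit read from the data, passing the limit was not always enough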;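 note: agonist challenge used bursicon conditioned medium at about half maximal strength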
Casp6 inh = blocks human caspase-6 cleavage activity. hit rate 0.53% among 350,000. AID 686996. purified caspase-6, Z-VEID-R110 cleavage fluorescence. P55212. inhibition, % at 12.5 µM;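 active = mean inhibition across replicates at least about 35%, with every replicate also reaching that limit, limit read from the data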;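 note: 0% = median of neutral control wells and 100% = no fluorescence left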
Target sequence (P55212 24-179 limits assumed): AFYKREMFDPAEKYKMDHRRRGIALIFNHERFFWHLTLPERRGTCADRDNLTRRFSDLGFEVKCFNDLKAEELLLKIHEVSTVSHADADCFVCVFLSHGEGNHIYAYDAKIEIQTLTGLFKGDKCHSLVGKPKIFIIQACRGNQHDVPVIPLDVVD
Target sequence (P55212 194-293 limits assumed): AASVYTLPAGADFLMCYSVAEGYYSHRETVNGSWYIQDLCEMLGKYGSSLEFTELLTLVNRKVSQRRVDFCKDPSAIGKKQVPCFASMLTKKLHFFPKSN
FN deposit inh = fibronectin deposition inhibition; AH1F fibroblasts, Alexa488-fibronectin deposition fluorescence, overnight; inhibition, % at 12.6 µM; hit rate 0.086% among 350,000; AID 743247;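 active = mean inhibition across replicates of 30% or more, regardless of how many single replicates reach that level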;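 note: positive control wells lacked labelled fibronectin entirely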
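Material: AH1F fibroblast monolayer depositing Alexa488-labelled fibronectin into matrix / Amount: 10000 AH1F cells per well / Signal: fluorescence 485/525 nm / Medium: DMEM, 2% serum / Compound: single dose, pinned / Incubation: 1 h cell adhesion before compound, then overnight fibronectin incubation / Reagent: Alexa488-FN, 24 nM final / Read-out: inhibition of fibronectin deposition signal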
S100A4 inh HTS = inhibitors of human S100A4 binding to myosin IIA peptide. inhibition, % at 10.7 µM. S100A4/TAMRA-MyoIIA peptide fluorescence polarization. hit rate 0.14% among 360,000;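 active = mean inhibition of at least 70% across replicates, with every replicate also reaching that level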
Target sequence (P26447 whole entry, looked up): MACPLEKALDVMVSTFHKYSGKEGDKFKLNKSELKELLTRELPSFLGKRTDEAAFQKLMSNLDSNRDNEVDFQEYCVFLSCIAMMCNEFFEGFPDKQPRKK
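Assay system: human S100A4 monomer with TAMRA-labelled myosin IIA peptide / Buffer or medium: Calcium-containing HEPES buffer, pH 7.2 / Reagent: TAMRA-labelled myosin IIA heavy-chain peptide probe, 5 nM / Compound: one dose per compound / Timing: polarization read 5 min after assay mix addition, stable 5–60 min / Benchmarks: neutral control DMSO, positive control TFP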
* hit, by the source's call; · = not tested or not shown; & = joins results of further samples.

SMILES	esBAF inh	C2C12 statin	SIRT5 inh	LGR2 inh	Casp6 inh	FN deposit inh	S100A4 inh HTS
O=c1[nH][nH]cc1C=NCc1cccc(C(F)(F)F)c1	-2	6	2	12	-3	-8	-6
CC(=O)c1cc(C#N)c(SCc2ccccc2C#N)nc1C	0	-25	·	-9	·	·	·
Cc1c(Cl)cnc(NC(=O)COC(=O)/C=C/c2ccco2)c1Cl	·	-8	1	-6	25	0	6
Cc1ccc(C)c(OCC(=O)N2CCc3ccccc3C2)c1	9	10	-3	-1	2	8	-4
O=C(COc1cccc(C(F)(F)F)c1)N1CCN(c2ccccc2O)CC1	·	·	-2	10	0	1	0
COCCN(CCOC)C(=O)C1CCCN(S(=O)(=O)c2ccc(NC(=O)OC)cc2)C1 (configuration not stated)	-3	-6	-4	4	2	4	0
CC(C)NC(=O)Nc1cccc2c1O[C@H](CN(C)S(=O)(=O)c1ccccc1)[C@@H](C)CN([C@H](C)CO)C2=O	4&-3	-16&3	-2	-4&15	10	-9	1
CCCCCCSc1nnc2[nH]c(=O)cc(N)n12	·	·	-9	-21	-3	-4	0
COc1ccc(CC(=O)Nc2nc(OCC(F)(F)F)cnc2-c2ccc(Cl)cc2Cl)cc1	-4	-52	-4	18	10	-1	-1
CC(CC(=O)NNC(=O)c1cccc(Cl)c1)c1ccccc1 (configuration not stated)	0	7	-3	5	-3	4	2
CS(=O)(=O)N1CC(=O)N2[C@@H](CO)[C@H](c3ccc(C#Cc4ccccc4)cc3)[C@@H]2C1	·	·	0	3	1	·	-1
Nc1ccccc1NC(=O)CCn1c(=S)[nH]c2ccccc2c1=O	5	-2	3	3	-1	6	-10
CO[C@H]1CN(C)C(=O)c2cc(NS(C)(=O)=O)ccc2OC[C@H](C)N(Cc2cncnc2)C[C@@H]1C	-4	-4	-1	5	·	-3	6
COc1ccc(NC(=O)CC2SC3=NCCN3C2=O)cc1 (configuration not stated)	-8	-2	3	9	0	-7	1
COc1ccc(CCN2C(=O)CC(NNc3ccc([N+](=O)[O-])cc3)C2=O)cc1OC (configuration not stated)	·	·	-4	2	1	2	-11
COc1ccccc1N1CCN(C(=O)c2oc3cc(C)cc(C)c3c2C)CC1	-4	10	·	·	·	-6	·
CCCCCCOc1ccc(OC(=O)c2cccnc2)cc1	11	3	·	·	·	14	·
CCN(CC)CCCNC(=O)C1CCC(CNS(=O)(=O)c2c(C)cc(C)cc2C)CC1 (configuration not stated)	2	1	-6	-4	-9	2	-6
C[C@H](CO)N1C[C@H](C)[C@H](CN(C)Cc2cccnc2)Oc2cc(C#CC3CCCCC3)ccc2S1(=O)=O	-11	-25	12*	4	0	·	-10
CCOc1ccc(NC(=O)c2ccc3c(c2)OCCO3)cc1S(=O)(=O)N(CC)CC	15	17	-10	·	3	7	2
COc1ccc(/C=N/n2cnc3c([nH]c4ccc(F)cc43)c2=O)cc1CSc1ccccn1	·	·	-4	-9	1	9	-9
CCN(CC)S(=O)(=O)c1cccc2nsnc12	-4	-5	·	·	·	-7	·
C[C@@H]1CCCCO[C@H](CN(C)Cc2ccncc2)[C@H](C)CN([C@@H](C)CO)C(=O)c2cc(NC(=O)Nc3ccccc3)ccc2O1	·	·	10	-24	-3	0	-2
COc1ccc(S(=O)(=O)Nc2ccc3c(c2)C(=O)N([C@@H](C)CO)C[C@H](C)[C@H](CN(C)Cc2ccc(C(=O)Nc4ccccc4N)cc2)O3)cc1	-28	·	·	-8	-2	·	5
CSCc1nnc(NC(=O)c2ccc(S(=O)(=O)N3CCCCC3C)cc2)o1 (configuration not stated)	-7	24	1	10	2	4	1
CC(=O)N1c2ccccc2C(=O)C1N(C)c1ccc(C)cc1 (configuration not stated)	16	22	-2	-14	7	2	-4
CCOC(=O)CSc1nc2c(c(=O)[nH]1)C(C)(CC)Cc1ccccc1-2 (configuration not stated)	-6	26	-3	-4	0	2	-3
COc1ccccc1-c1nnc(SC(C(=O)c2c[nH]c3ccccc23)c2ccccc2)n1C (configuration not stated)	·	·	-3	19	3	19	-2
CC(C)C[C@H]1COc2cc(Br)ccc2S(=O)(=O)N1Cc1ccc(Cl)cc1	·	·	-2	-17	0	3	1
CCCc1cc(=O)[nH]c(SCC(=O)CSc2nc(CCC)cc(=O)[nH]2)n1	-6	2	3	-37	24	·	1
CCN(Cc1ccncc1)C(=O)c1cccc(S(=O)(=O)N2CCCCC2)c1	-2	1	-4	-11	-1	0	-28
COc1cc(OC)c2ccc(=O)oc2c1C(CCN1CCCCC1)c1ccc(N(C)C)cc1 (configuration not stated)	2	10	·	-9	·	6	·
COc1cc(-c2cnc3c(NC=O)cc(-c4ccccc4)cn23)cc(OC)c1OC	-11	-47	-2	-48	0	-4	-2
COc1ccc(S(=O)(=O)N(C)C[C@H]2Oc3ccc(NC(=O)NC4CCCCC4)cc3C(=O)N([C@@H](C)CO)C[C@@H]2C)cc1	2	-118	19*	18	-2	12	-12
N=C1C(c2nc3ccccc3[nH]2)=C(O)CN1c1ccccc1	63*	-115	·	-56	·	·	·
CCOC(=O)N1CCN(C(=O)c2cc(-n3cnnc3)ccc2Cl)CC1	1	95*	·	3	·	·	·
CCN(C(=O)COC(=O)c1c(C)nsc1NC)c1ccccc1	3	-1	-6	-26	-1	-3	0
CCCNC(=O)Nc1ccc2c(c1)OC[C@@H](C)N(C(C)=O)C[C@@H](C)[C@@H](OC)CN(C)C2=O	-1	2	4	-13	1	3	3
O=C(CC[C@H]1O[C@@H](n2ccc(=O)[nH]c2=O)[C@H](O)[C@@H]1O)N[C@@H](Cc1ccccc1)C(=O)NCc1ccccc1	-6	0	3	13	-1	-11	-6
CC(C)CCOC(=O)C[N+](C)(C)CCOC1CC2CCC1(C)C2(C)C (configuration not stated)	·	·	-1	-7	7	5	-10
CC(C)(C)OC(=O)N1CC(O)CC1C(=O)OCC(=O)c1ccc(-c2ccccc2)cc1 (configuration not stated)	·	·	1	29	2	-5	-2
Cc1ccc(CN2CC(C(=O)Nc3cc(C)ccn3)CC2=O)cc1 (configuration not stated)	72*	-7	-2	-42	-4	12	5
COc1ccc(OC)c(C(=O)NC2CC(C)(C)Cc3c2cnn3-c2ccccc2)c1 (configuration not stated)	10	4	-3	18	1	-3	4
COc1ccc(S(=O)(=O)Nc2ccc3c(c2)CC(=O)N([C@@H](C)CO)C[C@H](C)[C@@H](CN(C)S(=O)(=O)c2ccc(C)cc2)O3)cc1	1	19	-4	2	·	·	-4
CO[C@@H]1CN(C)C(=O)c2cc(NC(=O)c3ccc4c(c3)OCO4)ccc2OC[C@H](C)N(CC2CC2)C[C@@H]1C	5	-3	-3	-1	3	·	3
O=C(NNS(=O)(=O)c1ccc(F)cc1)C1CCCCC1	-1	9	-3	6	5	-1	3
Cc1noc(C)c1NC(=O)N(C)C[C@H]1Oc2c(NC(=O)c3ccc(-c4nccs4)cc3)cccc2C(=O)N([C@H](C)CO)C[C@H]1C	-2	13	6	1	-1	3	-8
COc1ccc(CN(C)C[C@H]2OCCCC[C@@H](C)Oc3ccc(NC(=O)c4ccccc4)cc3C(=O)N([C@H](C)CO)C[C@@H]2C)cc1	3&-2	-5	2&2	-7	-4&-3	-2	-3&6
CN(Cc1ccccc1)C(=O)c1csc(COCCO)n1	-8	6	·	16	1	2	2
O=C(O)CN1C(=O)SC(Nc2ccccc2C(=O)O)C1=O (configuration not stated)	9	9	·	1	·	·	·
CNC[C@H]1OCCCC[C@H](C)Oc2ccc(N(C)C)cc2C(=O)N([C@@H](C)CO)C[C@@H]1C	-1	18	0	13	2	·	9
CSc1cccc(NC(=O)CC(C)n2ccnc2)c1 (configuration not stated)	0	-7	2	9	-2	7	-1
COc1cccc(-c2ccc(C3[C@H]4CNC[C@@H]3N4CC3CCCCC3)cc2)c1 (some centres not stated)	·	·	3	-34	0	0	-6
COc1ccc(NC(=O)N(C)C[C@H]2Oc3c(NC(=O)Nc4ccc5c(c4)OCO5)cccc3C(=O)N([C@@H](C)CO)C[C@@H]2C)cc1	-2	24	-2	0	1	·	7
COC(=O)COc1ccc(S(=O)(=O)N2CCN(c3ccc(F)cc3)CC2)cc1	-3	3	-4	-3	-3	·	-2
COc1ccc(C(CNC(=O)c2ccccc2SC)N(C)C)cc1 (configuration not stated)	·	·	0	1	1	0	-2
COc1ccc(C2/C(=C(/O)c3ccc(C)cc3)C(=O)C(=O)N2C)cc1 (configuration not stated)	8	6	·	5	·	·	·
CCN(C[C@H]1N[C@@](CC)(C(=O)OC)[C@H]2C(=O)N(C)C(=O)[C@@H]12)C(=O)C1CCCCC1	1	-5	·	11	4	-4	0
Cc1ccc2nc(-c3ccc(Br)o3)oc(=O)c2c1	8	-18	·	·	·	-6	·
O=C(NCC(c1ccco1)N1CCCC1)c1cccc(NS(=O)(=O)c2ccccc2)c1 (configuration not stated)	0	6	-1	1	-6	0	12
The listing continues:
SMILES	esBAF inh	C2C12 statin	SIRT5 inh	LGR2 inh	Casp6 inh	FN deposit inh	S100A4 inh HTS
CC1=C(C(=O)N(C(C)C)C(C)C)CC(CC(=O)NCCCCc2ccccc2)C(=O)N1Cc1ccc(F)cc1 (configuration not stated)	-4	-10	·	18	2	-14	0
Cc1cc2[nH]ncc2cc1NC(N)=S	-3	-5	0	10	0	9	5
CCOC(=O)CNC(=O)CSc1nnc(-c2ccco2)n1Cc1ccco1	-2	4	·	·	·	1	·
COCCn1c(-c2ccccc2)csc1=Nc1cccnc1	·	·	-6	18	·	2	-1
C[C@H](CO)N1C[C@H](C)[C@@H](CN(C)S(=O)(=O)c2cn(C)cn2)Oc2ncc(C3=CCCC3)cc2C1=O	-5	-7	3	14	1	-11	-12
Cc1ccc2nc(N(CCN(C)C)C(=O)/C=C/c3cccs3)sc2c1	·	·	·	·	-1	2	0
COCCCN1C(=O)C(CC(=O)NCCCN(C)C)CC(C(=O)N2CCCCCC2)=C1C (configuration not stated)	·	·	·	3	-10	-1	-1
COc1ccccc1-c1ccccc1[C@@H]1[C@@H](C#N)N(C(=O)C2CC2)[C@@H]1CO	·	·	2	-2	2	-8	-1
Cc1[nH]n(-c2ccccc2)c(=O)c1N=Nc1cccc(Cl)c1	39	4	-3	14	-2	4	7
Cc1cc(Oc2ccc([N+](=O)[O-])cc2)nc(N2CCOCC2)n1	·	·	1	-15	0	4	3
C[C@@H]1CN([C@H](C)CO)S(=O)(=O)c2ccc(C#Cc3ccccc3F)cc2O[C@H]1CN(C)C(=O)Cc1ccccc1	2	-11	0	11	4	·	3

Some of the entries so far, with two lines to a compound.
Every second line gives: esBAF inh | C2C12 statin | SIRT5 inh | LGR2 inh | Casp6 inh | FN deposit inh | S100A4 inh HTS
> COCCn1c(-c2ccccc2)csc1=Nc1cccnc1
→ · | · | -6 | 18 | · | 2 | -1
> C[C@H](CO)N1C[C@H](C)[C@@H](CN(C)S(=O)(=O)c2cn(C)cn2)Oc2ncc(C3=CCCC3)cc2C1=O
→ -5 | -7 | 3 | 14 | 1 | -11 | -12
> Cc1ccc2nc(N(CCN(C)C)C(=O)/C=C/c3cccs3)sc2c1
→ · | · | · | · | -1 | 2 | 0
> COCCCN1C(=O)C(CC(=O)NCCCN(C)C)CC(C(=O)N2CCCCCC2)=C1C (configuration not stated)
→ · | · | · | 3 | -10 | -1 | -1
> COc1ccccc1-c1ccccc1[C@@H]1[C@@H](C#N)N(C(=O)C2CC2)[C@@H]1CO
→ · | · | 2 | -2 | 2 | -8 | -1
> Cc1[nH]n(-c2ccccc2)c(=O)c1N=Nc1cccc(Cl)c1
→ 39 | 4 | -3 | 14 | -2 | 4 | 7
> Cc1cc(Oc2ccc([N+](=O)[O-])cc2)nc(N2CCOCC2)n1
→ · | · | 1 | -15 | 0 | 4 | 3

Screens as filed in PubChem.

A portion of the library; rates above refer to the full screens.
